Furin inh: human furin inhibition; P09958; purified furin, fluorogenic substrate cleavage; inhibition, % at 30 µM; 0.061% of 220,000 active; AID 463115; in the data active = inhibition above about 25%; note: inactives centre near -15
Target sequence (P09958 108-714 limits assumed): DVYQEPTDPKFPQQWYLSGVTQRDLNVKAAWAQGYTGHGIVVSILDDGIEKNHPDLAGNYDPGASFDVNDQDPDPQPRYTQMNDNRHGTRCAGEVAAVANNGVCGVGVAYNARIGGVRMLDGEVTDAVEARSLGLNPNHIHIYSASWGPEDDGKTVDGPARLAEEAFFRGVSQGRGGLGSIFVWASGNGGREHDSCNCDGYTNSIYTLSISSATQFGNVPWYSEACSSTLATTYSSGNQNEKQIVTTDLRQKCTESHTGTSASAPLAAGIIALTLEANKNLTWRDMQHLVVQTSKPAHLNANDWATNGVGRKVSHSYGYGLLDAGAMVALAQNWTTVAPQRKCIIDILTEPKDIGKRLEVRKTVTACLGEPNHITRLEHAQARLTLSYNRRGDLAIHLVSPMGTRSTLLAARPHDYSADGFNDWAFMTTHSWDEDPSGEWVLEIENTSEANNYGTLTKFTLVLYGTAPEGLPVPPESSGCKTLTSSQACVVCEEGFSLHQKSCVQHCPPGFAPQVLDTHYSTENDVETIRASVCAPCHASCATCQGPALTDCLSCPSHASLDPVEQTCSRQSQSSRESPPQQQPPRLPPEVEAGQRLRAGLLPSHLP
Runt-CBFb FRET: Runt domain-CBFb interaction inhibition. Cerulean-Runt/Venus-CBFb FRET ratio 530/480, 1 h. inhibition, % at 20 µM. 0.46% of 220,000 active. AID 1496;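 active = inhibition over about 50% at 20 µM in the single-dose screen, limit read from the data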;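 note: 0% = DMSO wells and 100% = excess unlabeled CBFb competitor control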
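test system = Cerulean-Runt domain fusion protein, energy donor | probe or stimulus = Venus-CBFb binding partner, 100 nM | incubation = two 1 h room-temperature incubations shielded from light | detection = fluorescence energy transfer, 422 nm excitation, 530/480 nm emission | measure = loss of energy transfer signal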
Runt-SMMHC FRET: Runt domain-CBFb-SMMHC interaction inhibition; 0.74% of 220,000 active; inhibition, % at 20 µM; Cerulean-Runt/Venus-CBFb-SMMHC FRET ratio 530/480, 1 h;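 active = mean inhibition across duplicate retests at 20 µM reaching about 50%, limit read from the data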;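 note: 0% = DMSO wells and 100% = wells with excess untagged CBFb-SMMHC; inhibitors lower the FRET ratio by blocking Runt binding to CBFb-SMMHC; some results filed as inactive read as strong as hits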
Tb hexokinase: T. brucei hexokinase 1 inhibition | inhibition, % at 10 µM | 0.11% of 220,000 active | recombinant TbHK1, G6PDH-coupled NADH A340;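 active = inhibition of 50% or more in the single-dose primary screen; inactive = inhibition below 50%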
EBV gp42 block: blocks Epstein-Barr virus glycoprotein 42 binding | Fluorescence polarization binding assay, mP read-out | inhibition, % (tested at 21.74 µM) | 0.42% of 220,000 active; in the data active = inhibition above about 50%
Target sequence (Q1HVG2 whole entry, looked up): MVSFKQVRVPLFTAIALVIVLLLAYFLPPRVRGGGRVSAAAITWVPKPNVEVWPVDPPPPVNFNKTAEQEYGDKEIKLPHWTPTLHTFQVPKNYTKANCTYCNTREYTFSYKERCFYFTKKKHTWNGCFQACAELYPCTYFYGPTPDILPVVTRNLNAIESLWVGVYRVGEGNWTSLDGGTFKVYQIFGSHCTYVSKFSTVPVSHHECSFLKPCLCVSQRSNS
p97 ATPase inh: inhibitors of human p97 ATPase; P55072; 0.42% of 220,000 active; inhibition, % at 8 µM; AID 1481; recombinant p97 ATPase, Kinase-Glo ATP luminescence, 3 h; in the data active = inhibition above about 15%;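 note: 0% = DMSO vehicle and 100% = wells lacking enzyme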
RBBP9 inh: human RBBP9 hydrolase inhibition. recombinant RBBP9, FP-Rh probe fluorescence polarization. AID 1515. inhibition, % at 7.94 µM. 0.2% of 220,000 active. O75884;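 active = inhibition above the campaign mean of all tested compounds plus 3 SD, cut at about 14% in these data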;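 note: plate controls were DMSO wells with RBBP9 for no effect and wells lacking RBBP9 protein for full effect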
Target sequence (O75884 whole entry, looked up): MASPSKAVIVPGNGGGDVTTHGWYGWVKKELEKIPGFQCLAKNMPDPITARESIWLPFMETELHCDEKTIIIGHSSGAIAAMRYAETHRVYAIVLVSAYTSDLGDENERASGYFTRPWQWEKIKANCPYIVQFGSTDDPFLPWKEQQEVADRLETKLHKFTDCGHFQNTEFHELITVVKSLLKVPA
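Test system – recombinant human RBBP9 · Input – RBBP9 2.5 µM in dispensing solution, pre-mixing · Medium – Tris buffer pH 8.0, NaCl, Pluronic · Schedule – preincubation 30 min plus labeling 45 min at 25 °C · Measured by – fluorescence polarization · Measure – % inhibition · Controls – DMSO and no-protein wells · Replicates – one well per compound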
p47phox inh: blocks human p47phox regulatory protein of NADPH oxidases | P14598 | p47phox/p22phox peptide binding, fluorescence polarization, 2 h | inhibition, % at 24.7 µM | 0.53% of 220,000 active | AID 1274;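 active = inhibition above about 30%, limit read from the data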;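 note: 0% = p47phox with labelled peptide and 100% = labelled peptide alone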
m-calpain inh: blocks pig calpain II enzyme activity; purified calpain II, fluorogenic peptide substrate, 30 min; 0.37% of 220,000 active; inhibition, % at 16 µM;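 active = inhibition above about 50%, limit read from the data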
* hit, by the source's call; nt = no result given; [ ] = dose if it differs, or a comment.

1	C/C(CCc1oc2c(Br)cc(Br)cc2c1-c1ccc(C)o1)=N\O
2	S=c1nc(-c2ccc(Br)cc2)[nH]c2ccccc12
3	O=C(O)CN(c1ccccc1F)S(=O)(=O)c1ccccc1
4	CC(C)N1CCN(Cc2nc3ccccc3s2)CC1CCO (centres undefined)
5	COCCN1CCN(Cc2nc(Cc3ccc(OC)c(OC)c3)no2)CC1
6	COc1ccc(NC(=O)OCCn2c([N+](=O)[O-])cnc2C)cc1
7	O=C(CN(c1ccccc1)S(=O)(=O)c1ccc(F)cc1)NC1CCS(=O)(=O)C1 (centres undefined)
8	Cc1nc(C(=O)NNC(=O)c2ccc(Cl)cc2)c(C(F)(F)F)o1
Screen / compound no.	1	2	3	4	5	6	7	8
Furin inh	-12[20 µM]	-16	-24	-29	-9	-22	-11	-19
Runt-CBFb FRET	2	0	-2	nt	2	0	-1	2
Runt-SMMHC FRET	-6	-3	1	nt	1	2	-8	-1
Tb hexokinase	-7	-17	2	1	-2	13	-4	-7
EBV gp42 block	-10	-13	-16	-10	-15	-2	-7	-19
p97 ATPase inh	1	7	0	3	1	3	0	4
RBBP9 inh	7	6	-2	-10	0	-2	4	1
p47phox inh	-12	-18	1	-5	-4	-11	-2	-4
m-calpain inh	-22	21	20	-37	-7	-2	-18	-16

9	COc1cc(/C=N/Nc2nc(Nc3ccccc3)nc(N3CCCCC3)n2)ccc1OCC(=O)O
10	O=[N+]([O-])c1ccc(-c2ccn[nH]2)o1
11	Cc1ccccc1N1CCN(c2ccc(NC(=O)C3CCCCC3C(=O)O)cc2)CC1 (centres undefined)
12	Cc1ccc(C(=O)OCn2nnc3ccccc3c2=O)cc1[N+](=O)[O-]
13	Cc1nnc(SCCN2CCOCC2)n1-c1cccc(Cl)c1
14	Cc1ccc(/C=C/C(=O)Nc2ccc([N+](=O)[O-])c(NC(=O)/C=C/c3ccc(C)o3)c2)o1
15	CCCOc1ccc(C(=O)NCc2ccco2)cc1
16	O=C(CCN1C(=O)C2C3C=CC(C3)C2C1=O)Nc1nccs1 (centres undefined)
Screen / compound no.	9	10	11	12	13	14	15	16
Furin inh	-13	-9	-12	-20	-14	-2	-3	-23
Runt-CBFb FRET	4	7	-3	2	1	17	-1	0
Runt-SMMHC FRET	-6	4	0	2	-1	-2	3	-8
Tb hexokinase	-16	-24	-6	3	3	-14	2	-2
EBV gp42 block	-1	-17	6	-5	-15	-27	-13	-4
p97 ATPase inh	2	3	0	1	-3	7	-6	-3
RBBP9 inh	-6	0	-4	2	-7	-11	-4	-7
p47phox inh	-12	-3	-9	-9	-11	-18	-2	-4
m-calpain inh	-63	4	16	10	-17	-54	-20	-31

17	CC1=C(OC(=O)c2ccccc2)C(C)(C)C(c2ccccc2)OC1=O (centres undefined)
18	CC(=O)N1CCc2cc(S(=O)(=O)NCCCN3CCN(Cc4ccccc4)CC3)ccc21
19	O=C(O)c1ccccc1N/N=C/C1=C(N2CCOCC2)C(=C\c2ccccc2)/CC1
20	CCC(C)(C)NC(=O)C(c1cccnc1)N(CCOC)C(=O)Cn1nnc2ccccc21 (centres undefined)
21	CCn1nnnc1SCC(=O)NCc1cccs1
22	CC(Sc1ccccc1)C(=O)N/N=C/c1cccnc1 (centres undefined)
23	CC(/C=C/C=C/c1ccccc1)=N/NC(=O)C(O)c1ccccc1 (centres undefined)
24	O=C(Nc1ccc(N2CCOCC2)cc1)c1cn2ccccc2n1
Screen / compound no.	17	18	19	20	21	22	23	24
Furin inh	-7[20 µM]	-6[20 µM]	2	-22	-29	-11	-3	-27
Runt-CBFb FRET	-1	2	-5	0	-2	-1	-1	0
Runt-SMMHC FRET	1	2	82	1	-6	-5	2	-10
Tb hexokinase	-6	-12	-16	3	5	-2	-105	-6
EBV gp42 block	-5	-12	12	-15	-1	-11	-10	-15
p97 ATPase inh	1	1	3	3	5	4	5	-39
RBBP9 inh	-4	-8	-3	4	0	-4	-2	-8
p47phox inh	-11	-11	-15	-19	-8	-11	-12	-9
m-calpain inh	-8	-8	-21	-18	19	-4	11	-7

Sorted by molar mass (highest first): part of the list above
18	CC(=O)N1CCc2cc(S(=O)(=O)NCCCN3CCN(Cc4ccccc4)CC3)ccc21
20	CCC(C)(C)NC(=O)C(c1cccnc1)N(CCOC)C(=O)Cn1nnc2ccccc21 (centres undefined)
19	O=C(O)c1ccccc1N/N=C/C1=C(N2CCOCC2)C(=C\c2ccccc2)/CC1
16	O=C(CCN1C(=O)C2C3C=CC(C3)C2C1=O)Nc1nccs1 (centres undefined)
22	CC(Sc1ccccc1)C(=O)N/N=C/c1cccnc1 (centres undefined)
21	CCn1nnnc1SCC(=O)NCc1cccs1
Screen / compound no.	18	20	19	16	22	21
Furin inh	-6[20 µM]	-22	2	-23	-11	-29
Runt-CBFb FRET	2	0	-5	0	-1	-2
Runt-SMMHC FRET	2	1	82	-8	-5	-6
Tb hexokinase	-12	3	-16	-2	-2	5
EBV gp42 block	-12	-15	12	-4	-11	-1
p97 ATPase inh	1	3	3	-3	4	5
RBBP9 inh	-8	4	-3	-7	-4	0
p47phox inh	-11	-19	-15	-4	-11	-8
m-calpain inh	-8	-18	-21	-31	-4	19

(listing goes on)
25	Cc1cc(C)n2nc(SCC#N)nc2n1
26	CCOC(=O)c1cnc(-c2ccccc2)nc1N1CC(C)OC(C)C1 (centres undefined)
27	CCn1c(SCc2nc(N)nc(N3CCCCC3)n2)nc2c1c(=O)n(C)c(=O)n2C
28	O=C1CC(N2CCCc3ccccc32)C(=O)N1c1ccccc1 (centres undefined)
29	CC(O)CN(CCC(N)=O)CCC(N)=O (centres undefined)
30	CCOC(=O)C1CCN(C(C(=O)NC2CCCCC2)c2ccc(OC)cc2)CC1 (centres undefined)
31	COc1ccc(Nc2ccc([N+](=O)[O-])cc2[N+](=O)[O-])cc1
32	O=C(N/N=C1/CCS(=O)(=O)c2ccc(F)cc21)c1ccccn1
Screen / compound no.	25	26	27	28	29	30	31	32
Furin inh	-14	-31	-16	-6	-21[20 µM]	-25	-12	-6
Runt-CBFb FRET	-1	-6	-2	-2	1	0	-2	2
Runt-SMMHC FRET	2	-3	-4	4	1	-2	2	-3
Tb hexokinase	1	-2	-2	4	-2	-6	-4	-7
EBV gp42 block	-14	-8	2	-5	-10	-17	-5	7
p97 ATPase inh	-1	5	2	4	0	-1	1	3
RBBP9 inh	-5	-10	-2	3	0	-9	-5	0
p47phox inh	1	-8	0	-8	-20	-7	7	7
m-calpain inh	-6	16	-9	3	13	-35	6	-18

The final 2 records of the section above are carried over, then new ones follow:
31	COc1ccc(Nc2ccc([N+](=O)[O-])cc2[N+](=O)[O-])cc1
32	O=C(N/N=C1/CCS(=O)(=O)c2ccc(F)cc21)c1ccccn1
33	Cn1cc(CN2CCC(CO)CC2)c(-c2ccc(Oc3ccccc3)cc2)n1
34	CCN(CC)CCCNC(=O)c1cn(CC)c2ccc(S(=O)(=O)N3CCc4ccccc4C3)cc2c1=O
35	Cc1ccc(-n2c(C)cc(C(=O)COC(=O)c3c(C)noc3C)c2C)cc1
36	Cc1ccc(S(=O)(=O)N(C)c2ccc(OCC(=O)Nc3nc(-c4ccccc4)cs3)cc2)cc1
37	CCOC(=O)c1sc(Nc2nc(OC)cc(OC)n2)nc1C
38	O=Cc1ccccc1OCCOc1ccccc1C=O
39	CN1CCN(C(=O)CN(c2cc(C(F)(F)F)ccc2Cl)S(C)(=O)=O)CC1
40	O=C(CSc1nnc(Cn2c(=O)sc3ccccc32)n1-c1ccccc1)N1CCCCCC1
Screen / compound no.	31	32	33	34	35	36	37	38	39	40
Furin inh	-12	-6	-13	-34	-1	-14	-10	-4[20 µM]	-12[20 µM]	-28
Runt-CBFb FRET	-2	2	-1	0	0	2	0	-4	-2	-3
Runt-SMMHC FRET	2	-3	0	0	0	1	-10	-8	-1	2
Tb hexokinase	-4	-7	4	-4	5	23	-11	-11	-1	-5
EBV gp42 block	-5	7	-9	-6	-2	-25	-12	-26	-10	-16
p97 ATPase inh	1	3	2	1	-10	-2	-1	1	1	1
RBBP9 inh	-5	0	-5	-2	1	-22	-5	3	-7	-5
p47phox inh	7	7	1	7	-22	-86	nt	8	-10	-8
m-calpain inh	6	-18	-1	-43	39	-39	-41	-17	-16	1

41	CN1CCN(CCC2Oc3cc([N+](=O)[O-])ccc3NC2=O)CC1 (centres undefined)
42	O=S1(=O)CCC(S(=O)(=O)N2CCCCCC2)C1 (centres undefined)
43	Cc1ccc(-c2cc3ncc(C#N)c(N)n3n2)cc1
44	CNC(=O)CO/N=C/c1ccc(N(C)C)cc1
45	O=C(N/N=C/c1cc2c(cc1Cl)OCO2)c1ccncc1
46	O=C(NCCc1ccccc1)C1CCC(CNc2c(N3CCCCC3)c(=O)c2=O)CC1 (centres undefined)
47	CCn1c(SCC(=O)Nc2cccc(C)c2)nc2c(c1=O)SC(C)C2 (centres undefined)
48	O=C(NC1CCCCCC1)C1C2C=CC3(CN(Cc4cccnc4)C(=O)C13)O2 (centres undefined)
Screen / compound no.	41	42	43	44	45	46	47	48
Furin inh	-3	-8[20 µM]	-27	-1	-15	-3	5	-20
Runt-CBFb FRET	-2	0	0	-1	-2	-2	-1	1
Runt-SMMHC FRET	-9	-1	-4	-1	0	2	0	-2
Tb hexokinase	-29	5	-5	-24	-37	2	-16	-6
EBV gp42 block	-7	-5	-1	-14	-1	-1	-2	-14
p97 ATPase inh	2	3	1	-1	-4	-2	1	-3
RBBP9 inh	3	2	0	-4	-8	-4	-1	-3
p47phox inh	9	-3	-20	-7	6	1	1	-14
m-calpain inh	12	-4	-49	27	18	25	-22	-9

49	COc1ccc(F)cc1C(=O)C1CCCN(C(=O)Cc2c(C)noc2C)C1 (centres undefined)
50	CCC(CC)n1[nH]c(=O)cc1N
51	CCC1c2ccc(C)n2CCN1C(=O)Nc1ccccc1OC (centres undefined)
52	CCCCc1ccc(-c2ccc(Br)cc2)nc1
53	CCOC(=O)N1CCN(C(=O)CCN2C(=O)COc3ccc(C)cc32)CC1
54	COc1ccc(Cn2nnnc2CN2CCN(c3ccc(OC)cc3)CC2)cc1
55	Cc1ccc(S(=O)(=O)/N=C(\CN2CCOCC2)N2CCOCC2)cc1
56	CCOc1cc(/C=N/O)cc(Br)c1OCC
57	CCOc1ccc(S(=O)(=O)Nc2nc3ccc(OC)cc3s2)cc1
Screen / compound no.	49	50	51	52	53	54	55	56	57
Furin inh	-17	-35[20 µM]	-22[20 µM]	-14[20 µM]	-9[20 µM]	-23	-16[20 µM]	-14[20 µM]	-3[20 µM]
Runt-CBFb FRET	0	0	2	0	-1	5	-1	-3	-1
Runt-SMMHC FRET	-4	-3	-3	-3	1	-2	0	-2	2
Tb hexokinase	-3	5	-13	-2	-12	4	-1	-6	-7
EBV gp42 block	-14	-19	-8	-10	-15	0	-6	-8	9
p97 ATPase inh	4	-2	5	-2	1	1	-7	4	1
RBBP9 inh	-2	-5	-3	-13	-6	2	6	-5	-8
p47phox inh	0	-8	-23	-11	-9	nt	-11	-8	9
m-calpain inh	-1	-8	-20	8	-14	-2	-16	25	4
